Assay outcomes as filed in PubChem BioAssay.
V-ATPase pHluor: alters yeast V-ATPase proton transport; S. cerevisiae, pHLuorin cytosolic pH fluorescence; response, % at 10 µM; 0.37% of 350,000 active; AID 504577; in the data active means response mostly above about 7.3%, no sharp cut-off; inactive means mostly below about 5.4%; further: actives read high; inactives centre near 0; some compounds called inactive have numbers as strong as hits
Rtt109 Vps75: blocks Candida albicans Rtt109/Vps75 acetyltransferase activity | 0.16% of 330,000 active | AID 540336 | inhibition, % at 34.9 µM | purified Rtt109/Vps75, ThioGlo CoA-SH fluorescence, 4 h;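 active means inhibition of at least 50% in every replicate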
Target sequence (Q5AAJ8 whole entry, looked up): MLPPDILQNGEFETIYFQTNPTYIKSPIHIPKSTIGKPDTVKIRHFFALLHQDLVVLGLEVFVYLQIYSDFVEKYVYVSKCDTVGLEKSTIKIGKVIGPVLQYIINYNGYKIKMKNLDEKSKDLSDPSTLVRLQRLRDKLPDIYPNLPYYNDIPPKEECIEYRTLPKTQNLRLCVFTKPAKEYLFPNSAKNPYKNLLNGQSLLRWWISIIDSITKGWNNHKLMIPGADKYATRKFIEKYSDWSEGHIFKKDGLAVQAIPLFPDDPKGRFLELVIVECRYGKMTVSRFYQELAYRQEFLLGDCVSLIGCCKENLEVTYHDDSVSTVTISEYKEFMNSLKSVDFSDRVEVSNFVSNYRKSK
Wnt bcat act: activators of Wnt/beta-catenin signaling; activation, % at 9.35 µM; 1.2% of 300,000 active; Wnt/beta-catenin reporter cell assay, activator, plate reader; in the data active means activation above about 30%, passing the limit was not always enough;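 further: 0% = neutral control wells and 100% = positive control wells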
CDK5 p35 inh: CDK5/p35 (human) kinase inhibition | inhibition, % at 10 µM | AID 488839 | Q00535+Q15078 | Recombinant CDK5/p35, ADP-Glo luminescence, 60 min | 0.01% of 330,000 active;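 active means highest replicate inhibition of at least 50% and at least 75% of replicates reaching 50%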;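 further: plate controls were DMSO neutral control for no effect and GW8510 at 10 µM for full effect; many of its hits are not listed in these tables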
Target sequence (Q00535 whole entry, looked up): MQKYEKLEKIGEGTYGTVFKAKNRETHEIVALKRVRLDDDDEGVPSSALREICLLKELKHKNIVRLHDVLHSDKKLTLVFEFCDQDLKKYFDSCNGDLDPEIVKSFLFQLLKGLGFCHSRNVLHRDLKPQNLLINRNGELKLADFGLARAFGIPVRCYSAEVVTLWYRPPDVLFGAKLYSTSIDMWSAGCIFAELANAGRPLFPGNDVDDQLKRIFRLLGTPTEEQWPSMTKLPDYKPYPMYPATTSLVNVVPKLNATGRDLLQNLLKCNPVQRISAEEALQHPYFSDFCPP
Target sequence (Q15078 whole entry, looked up): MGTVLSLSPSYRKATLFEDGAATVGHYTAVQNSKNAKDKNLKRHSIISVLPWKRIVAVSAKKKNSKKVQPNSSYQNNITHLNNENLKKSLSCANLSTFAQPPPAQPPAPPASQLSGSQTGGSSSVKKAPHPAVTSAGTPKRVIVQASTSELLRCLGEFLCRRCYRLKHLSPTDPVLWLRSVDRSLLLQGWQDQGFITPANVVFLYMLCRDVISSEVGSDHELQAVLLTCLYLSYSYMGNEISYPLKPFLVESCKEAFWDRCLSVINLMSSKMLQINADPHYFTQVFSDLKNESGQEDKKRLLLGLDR
MITF TRPM1 HTS: increases MITF-driven TRPM1 promoter luciferase signal. SK-MEL-5 TRPM1-promoter luciferase, 24 h; % of positive control, neutral wells = 0. activation, % at 12.5 µM. 0.75% of 300,000 active. AID 588334;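 active means mean activation of at least 80% with every replicate also reaching 80%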;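 further: 0% = neutral control wells and 100% = parthenolide positive control wells; values of inactives mirror those of a sister screen read the other way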
dFosB act: mouse delta FosB homodimer activation; purified delta FosB, TAMRA-CDK5 oligo fluorescence polarization; percent of positive-control signal above neutral wells; AID 493131; P13346; activation, % at 25 µM; 0.99% of 340,000 active;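 active means mean activation above about 17%, with every replicate also reaching it, limit read from the data, passing the limit was not always enough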;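 further: fluorescence polarization rise as delta FosB binds a TAMRA Cdk5 AP-1 oligo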
CAL PDZ FP-1: CAL PDZ (human) peptide binding inhibition; Q9HD26; purified CAL PDZ, TMR-peptide fluorescence polarization, 1 h; inhibition, % at 24.9 µM; 0.92% of 300,000 active; AID 602252;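 active means mean inhibition of at least 30% with at least half of replicates also reaching 30%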;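 further: 0% = DMSO neutral control and 100% = excess unlabeled competitor peptide PRC23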
cardiac RTF act: cardiac RTF calcium sensitization | IANBD-labeled TnC RTF fluorescence at EC20 calcium; 0% EC20 calcium, 100% full calcium | activation, % at 7.2 µM | 0.24% of 340,000 active;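 active means activation above the mean over all tested compounds plus 3 SD, cut at about 30% in these data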;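 further: rise in fluorescence read as greater calcium sensitivity of cardiac thin filaments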
Tat export inh: inhibitors of E. coli Tat protein transport | inhibition, % at 10 µM | E. coli MC4100 TorA-mCherry Tat export, fluorescence | AID 488895 | 0.036% of 340,000 active;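 active means mean replicate inhibition at least 50% and at least half of replicates individually reaching 50%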;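 further: exported cargo escapes ClpAP degradation while cytoplasmic cargo is degraded and loses fluorescence; 0% = median of neutral control wells and 100% = median of NaSCN control wells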
CAL PDZ FP-2: human CAL PDZ-peptide interaction inhibition; purified CAL PDZ, TMR-peptide fluorescence polarization, 1 h; inhibition, % at 20 µM; 0.02% of 330,000 active; AID 504414;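 active means highest replicate inhibition of at least 40%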;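 further: plate controls were DMSO neutral control wells for no effect and unlabeled competitor peptide control wells for full effect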
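Material – purified CerCALP PDZ construct · Detection – FP readout, S and P plane fluorescence · Measure – percent inhibition from loss of millipolarization · Controls – unlabelled peptide for full inhibition, DMSO wells as neutral · Probe or stimulus – TMR-labelled reporter peptide T*-PRC34 bound in PDZ groove · Times – 1 h at RT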
* marks the source's active call; other numbers are inactive results; · = not tested or not shown.

SMILES | V-ATPase pHluor | Rtt109 Vps75 | Wnt bcat act | CDK5 p35 inh | MITF TRPM1 HTS | dFosB act | CAL PDZ FP-1 | cardiac RTF act | Tat export inh | CAL PDZ FP-2
COc1ccc(C(=O)C2CCCN(C(=O)/C=C/c3ccccn3)C2)c(C)c1 (stereo unspecified) | 2 | 1 | -4 | 1.1 | -5 | 1 | -6 | 3 | 3 | -2.1
COc1ccc(C(=O)N2CCN(C(=O)C3CCCO3)CC2)cc1[N+](=O)[O-] (stereo unspecified) | 0 | 0 | -3 | -3.0 | 1 | -5 | -1 | 4 | -3 | -3.2
Cc1cc([N+](=O)[O-])cc2c1NCC1CC=CC21 (stereo unspecified) | -3 | 26 | -1 | 1.3 | 15 | -5 | -5 | -8 | 5 | -1.7
O=C(NCCCN1CCCC1=O)c1ccccc1NS(=O)(=O)c1ccc(F)cc1 | -1 | -5 | · | -0.1 | 1 | 4 | -6 | 4 | -2 | -0.8
COc1cc(NC(=O)NCCN2CCN(c3ccc(Cl)cc3)CC2)ccc1C | 3 | -1 | · | 0.0 | -3 | -1 | 0 | -4 | 3 | 0.1
Cc1cccc(Cn2c(N3CCN(c4ccccc4)CC3)nc3c2c(=O)n(C)c(=O)n3C)c1 | 1 | -1 | · | 1.5 | 11 | -10 | -2 | -4 | 16 | -0.3
Cc1c(S(=O)(=O)NCc2ccccc2)c(=O)n(C)c(=O)n1C | 4 | -9 | -2 | 0.8 | 10 | -6 | 2 | -1 | -2 | -0.7
COc1ccc(C(c2c(C)n(C)n(-c3ccccc3)c2=O)c2c(C)n(C)n(-c3ccccc3)c2=O)c(OC)c1OC | 5 | -4 | 0 | -1.9 | -27 | -6 | 3 | 5 | -1 | 0.0
CCOC(=O)N1CCN(S(=O)(=O)c2ccc(C(=O)Nc3nc4ccccc4s3)cc2)CC1 | -4 | -8 | -4 | 1.2 | 5 | 23* | -3 | -15 | -12 | -1.9
Cc1ccccc1C(=O)NC(=S)N(C)C1CCCCC1 | 3 | -32 | 1 | 2.0 | 5 | -4 | 0 | 0 | -4 | -2.5
Cc1cccc([C@H]2[C@@H]3C=CC[C@@H](C)[C@@H]3C(=O)N2Cc2ccccc2)c1 | 5 | -8 | -1 | 3.3 | 2 | -12 | -2 | 1 | 19 | -2.1
Cc1ccc(C(=O)Nc2cccnc2)cc1NC(=O)c1ccco1 | -2 | 2 | · | 0.1 | 0 | 7 | -3 | 2 | 0 | -0.6
O=S(=O)(c1cc(F)ccc1F)N1CCN(C2CCCCC2)CC1 | -1 | -7 | -4 | 0.3 | 13 | -4 | -3 | 1 | 3 | -0.6
CCCn1c2ccccc2c2nnc(SCC(=O)OC)nc21 | 7 | -11 | · | -0.5 | -1 | -14 | -10 | 1 | 8 | -0.5
CCOc1ccc(S(=O)(=O)NCCSc2ccccc2)cc1 | 3 | -6 | · | -1.6 | · | -1 | 4 | -1 | 9 | 0.0
Cc1ccc(NC(=O)CSCC(=O)Nc2ccccc2N2CCCC2)cc1 | 5 | -2 | -4 | -1.1 | -9 | -5 | -2 | -3 | 6 | -1.3
CC(CCc1ccccc1)NC(=O)CSc1nnnn1C (stereo unspecified) | 0 | -13 | -1 | -1.5 | -8 | 1 | -2 | 1 | -7 | -2.0
CN(C)CCn1c2c(c(SCC(=O)Nc3cccc4ccccc34)nc1=O)CCCC2 | -1 | · | -3 | -0.1 | -6 | 1 | -2 | 1 | -8 | -0.8
Cc1cnc(-c2nnc(N(C)C(=O)c3cccnc3)s2)cn1 | 3 | -8 | 14 | -0.4 | 20 | -9 | -7 | 0 | 9 | -0.6
COc1ccc(C2NC(=O)NC(C)=C2C(=O)OCC2CCCCC2)cc1OC (stereo unspecified) | 2 | 4 | -4 | 1.7 | 6 | -20 | -1 | -6 | 14 | -2.0
COc1ccc(CSc2nncn2C)cc1[N+](=O)[O-] | 17 | · | 0 | 0.4 | -2 | -1 | -6 | 2 | 3 | -0.3
Cc1cccn2c(=O)c(C=C(C#N)C#N)c(N3CCN(C)CC3)nc12 | -5 | 5 | 0 | 0.6 | · | -1 | 1 | -1 | -8 | -0.2
Cc1ccc(C)c(NC(=O)C(Sc2cccc[n+]2[O-])c2ccccc2)c1 (stereo unspecified) | 6 | 12 | 1 | 0.7 | -22 | -9 | 2 | 4 | 0 | -1.5
COc1ccc(C(CNC(=O)c2ccc(S(=O)(=O)Nc3ccccc3F)cc2)N(C)C)cc1 (stereo unspecified) | 0 | 0 | -3 | -1.8 | 6 | 1 | 0 | -4 | 2 | -3.1
O=C(CSc1nnc(CNC(=O)c2cccs2)o1)Nc1ccccc1C(F)(F)F | 1 | -1 | 1 | -0.3 | -2 | 0 | 103* | -9 | -5 | -0.7
COCCN(Cc1ccc(F)cc1)C(=O)c1cc2ccccc2oc1=O | -7 | -4 | 5 | 0.3 | · | 0 | 5 | -1 | 1 | -1.1
CCN(CCCNC(=O)COc1cc(=O)n(C)c2ccccc12)c1cccc(C)c1 | 3 | -11 | · | 3.6 | · | -5 | -3 | 3 | -7 | -0.5
CC(=O)COC(=O)C1=NN(c2ccccc2)C(=O)CC1 | -1 | -2 | 0 | -0.1 | -6 | 6 | 14 | 1 | 5 | -0.6
O=C(NCc1ccccc1C(F)(F)F)C1CC(c2ccccc2[N+](=O)[O-])=NO1 (stereo unspecified) | 1 | -18 | -1 | 1.2 | -6 | -11 | -1 | 3 | 15 | -1.2
O=C(O)C1C2C=CC3(O2)C1C(=O)N1c2ccccc2COC13 (stereo unspecified) | 3 | -6 | · | -1.6 | -3 | 0 | · | 2 | 7 | -0.5

Three compounds out of the list, ordered by SMILES length, descending:
SMILES | V-ATPase pHluor | Rtt109 Vps75 | Wnt bcat act | CDK5 p35 inh | MITF TRPM1 HTS | dFosB act | CAL PDZ FP-1 | cardiac RTF act | Tat export inh | CAL PDZ FP-2
CCN(CCCNC(=O)COc1cc(=O)n(C)c2ccccc12)c1cccc(C)c1 | 3 | -11 | · | 3.6 | · | -5 | -3 | 3 | -7 | -0.5
Cc1cccn2c(=O)c(C=C(C#N)C#N)c(N3CCN(C)CC3)nc12 | -5 | 5 | 0 | 0.6 | · | -1 | 1 | -1 | -8 | -0.2
COc1ccc(CSc2nncn2C)cc1[N+](=O)[O-] | 17 | · | 0 | 0.4 | -2 | -1 | -6 | 2 | 3 | -0.3

Additional compounds follow:
SMILES | V-ATPase pHluor | Rtt109 Vps75 | Wnt bcat act | CDK5 p35 inh | MITF TRPM1 HTS | dFosB act | CAL PDZ FP-1 | cardiac RTF act | Tat export inh | CAL PDZ FP-2
CCS(=O)(=O)N1CCC(C(=O)NCc2cccs2)CC1 | 3 | -8 | · | -0.3 | 6 | 0 | 1 | 8 | 4 | -2.5
CCCCn1nc(C(=O)NNC(=O)c2ccncc2)c2ccccc2c1=O | -4 | -16 | · | 0.2 | -4 | -2 | -7 | -4 | -3 | -0.1
CCOC(=O)C1(Cc2cccc(OC)c2)CCN(C/C=C/c2ccc(OC)cc2)CC1 | -2 | -3 | 0 | -0.1 | -11 | -9 | 0 | -11 | 10 | -1.7
CCC(=O)NC(=S)Nc1cccc(NC(=O)c2ccc(Cl)cc2Cl)c1 | 0 | -4 | · | -0.5 | -6 | 2 | -5 | -4 | 2 | -1.6
FC(F)(F)c1cccc(NC(=S)Nc2cccc(NC(=S)Nc3cccc(C(F)(F)F)c3)n2)c1 | -1 | 5 | -1 | 0.2 | 19 | -14 | -6 | -4 | -6 | -0.9
COc1ccc(/C=C/C(=O)N2CCN(C)CC2)cc1OC | -6 | 0 | -2 | 0.1 | · | 9 | -2 | 3 | 0 | -1.4
CCCNC(=O)c1cc2nc(-c3ccccc3)cc(C(F)(F)F)n2n1 | -1 | -3 | · | 1.3 | 29 | -13 | -1 | -4 | 0 | -4.3
NS(=O)(=O)c1ccc(NC(=O)CN2CCCCC2)cc1 | -2 | · | · | -0.7 | · | 1 | -3 | 2 | -2 | -1.1
CSc1nccc(N/N=C/c2ccccc2)n1 | -1 | 0 | 37* | 1.8 | 97* | -6 | -5 | -3 | -6 | -1.5
CC(=O)N(Cc1ccco1)C1(C(=O)NC2CCCCC2)CCCCC1 | -1 | -2 | · | 0.1 | -2 | 3 | 1 | 4 | -12 | -0.1
CN1CCC(C(=O)C(=O)O)C1=O (stereo unspecified) | -4 | 6 | 2 | 1.4 | 3 | -7 | -4 | -6 | -2 | 1.0
Cc1ccc(S(=O)(=O)N(C)C)cc1NC(=O)CSc1nnc(C2CC2)n1C1CC1 | -3 | 0 | -22 | -0.4 | -11 | -6 | -1 | -2 | 3 | 0.0
C/C(CC(=O)Nc1ccc(Cl)cc1Cl)=N\NC(=O)c1cnccn1 | 6 | -8 | 1 | 0.4 | · | -17 | 1 | 10 | -1 | -0.2
O=C(Nc1nc(-c2ccc(F)c(F)c2)cs1)c1cc([N+](=O)[O-])ccc1N1CCOCC1 | 0 | -3 | -4 | -3.9 | -12 | -2 | -4 | 0 | -2 | -0.2
O=S(=O)(O)c1cc(O)c2cc(Nc3ccccc3)ccc2c1 | -2 | -2 | -2 | -2.0 | -6 | -17 | · | -13 | 3 | 0.4
COCCNC(=O)CCC1CCN(Cc2cccc(Oc3ccccc3)c2)CC1 | 3 | 16 | -3 | 2.0 | 0 | -4 | · | 3 | 3 | 0.1
CC(C)N1C(=O)N(c2cccc(Cl)c2)C(C)(O)CC1(C)C (stereo unspecified) | -2 | 9 | 4 | -0.6 | -8 | -6 | -4 | -2 | -1 | -2.8
Cc1sc2ncnc(SCC(=O)Nc3ccc(CN4CCCC4)cc3)c2c1C | 0 | 4 | -4 | 1.6 | · | -20 | -2 | 2 | -1 | -2.0
Cc1ccc(C)c2nc3sc(C(=O)N4CCOCC4)c(N)c3cc12 | 0 | 2 | 20 | 0.8 | 45 | -5 | -5 | 5 | 0 | 0.3
O=C(NC(Cc1c[nH]c2ccccc12)C(=O)N/N=C/c1ccc(Br)cc1)c1cccs1 (stereo unspecified) | 0 | -6 | -1 | 0.2 | -23 | -12 | -3 | -5 | 11 | -1.8
O=C(N/N=C/c1ccc(N2CCOCC2)cc1)c1ccccn1 | -2 | -10 | 36* | 5.8 | 67 | -2 | -3 | 2 | -8 | -1.1
O=C(CN1C2CCCC1CC(NC(=O)C1CCCCC1)C2)NCc1ccc(F)cc1 (stereo unspecified) | -55 | -10 | 4 | 0.7 | 4 | -12 | -2 | -3 | -5 | 0.2
CCN(CC)CCCN1CC(=O)N2[C@@H](Cc3c([nH]c4ccccc34)C2(C)C)C1=O | 3 | 0 | -1 | 0.0 | -1 | -1 | 0 | 2 | 6 | 0.0
O=C(C(Cc1ccccc1)n1cccc1)N1CCN(c2ncccn2)CC1 (stereo unspecified) | 4 | -9 | -1 | 0.0 | 1 | 1 | -5 | 1 | -4 | -0.3
CC(C)CCn1c(Sc2nc3ccccc3o2)nc2c1c(=O)[nH]c(=O)n2C | 2 | 6 | 28 | 1.3 | 55 | -1 | -3 | -6 | -3 | -2.1
Cc1cccc(NC(=O)c2ccccc2NC(=O)c2ccco2)c1 | -1 | -11 | 1 | 0.8 | 17 | -19 | -5 | 0 | 3 | -0.3
CCCN1CN=C(NS(=O)(=O)c2ccc(C)cc2)NC1 | -3 | 11 | 1 | -0.1 | -3 | -2 | -4 | -1 | -4 | -2.2
CC1CCCC(NC(=O)CCC(=O)N2CCOc3ccccc32)C1C (stereo unspecified) | -2 | 12 | -1 | -1.0 | 1 | -7 | -2 | -1 | -8 | -0.7
